Dynein transport: inhibitors of GR-EGFP nuclear translocation, primary screen, dynein cargo transport inhibitor project, imaging, high-content, 3617.4 mouse cells; test concentration mostly 20 µM; stimulated with dexamethasone, 1 µM; stronger effect = lower value; z-score, hits read low; 0.47% of 220,000 active;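 active means plate z-score of nuclear minus cytoplasmic receptor signal below a set negative limit, without overly bright fluorescence or cell loss, cut at about -3.5 in these data, passing the limit was not always enough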;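 further: z-score of nuclear minus cytoplasmic ring GR-EGFP intensity difference per well; some compounds called inactive have numbers as strong as hits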
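Buffer or medium – tet-free medium with charcoal-stripped serum · Signal – automated 10x imaging of fixed Hoechst-stained cells · Also added – dexamethasone agonist, 1.0 µM final, for 30 min · Incubation – induction 48 h, compound 1 h, agonist 30 min · Read-out – GR-EGFP nuclear translocation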
ER stress rescue: rescue of cells from ER stress-induced death, primary screen, 384-well, CSM14.1, thapsigargin, ATP luminescence (AID 1222) | CSM14.1 thapsigargin-induced death rescue, ATP luminescence; higher % means a stronger effect | 190,000 tested, under 10 active | cellular ATP content (survival), % at 20 µM, or EC50 in µM where a hit was titrated;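 active means EC50 below 50 µM in the dose-response confirmation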;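 further: death triggered by thapsigargin at about 15 µM added after 2 h compound pretreatment; cell ATP read after overnight thapsigargin exposure of roughly 18 to 22 hours; normalized against plate controls of thapsigargin alone and 5% DMSO vehicle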
MT stabilize HCS: microtubule stabilizers in HeLa cells, primary screen, imaging, high-content imaging; HeLa tubulin immunostaining HCS, 24 h; share of cells brighter than vehicle mean+2SD; % tubulin-high responders, % at 10 µM; 0.83% of 200,000 active;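 active means plate Z-score above 3 for both tubulin-high and condensed-nucleus cell shares, with cell loss under 80%, at 10 µM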;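 further: anti alpha tubulin signal scored within the nucleus-defined area of each cell; some results filed as inactive read as strong as hits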
K1F lysis inhibition: inhibition of K1F phage lysis, E. coli UTI89, bacterial capsule biogenesis inhibitors, alamar blue (AID 488966) | E. coli UTI89 K1F phage lysis, alamar blue, 2 h; higher % means a stronger effect | one-dose inhibition, % at 100 µM; IC50 in µM for titrated hits | 0.02% of 340,000 active;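 active means phage lysis inhibition, versus mean bacterial control, above a set limit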;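 further: capsule biogenesis inhibitors block K1F phage lysis so surviving cells raise fluorescence; higher fluorescence means more inhibition of phage lysis; actives were called in the ten point dose series up to 300 µM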
M1AAP inhibition: P. falciparum M1AAP inhibitors, biochemical, fluorogenic H-Leu-NHMec substrate, 1536-well (AID 1445) | Aminopeptidase N (Plasmodium falciparum (isolate 3D7)) | recombinant M1AAP, H-Leu-NHMec fluorogenic kinetic assay; higher % means a stronger effect | inhibition, % at 30 µM; hits with a dose series show IC50 in µM | 0.42% of 220,000 active;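 active means primary inhibition above the hit cutoff, then over 50% inhibition at one or more dose response concentrations, cut at about 23% in these data, passing the limit was not always enough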;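 further: plate controls were DMSO full reaction for no effect and no enzyme background for full effect; strong numbers were not always called active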
Insulin prom up: insulin promoter activators in MIN6 cells, imaging, high-content screening, mouse beta cells | MIN6 insulin promoter-GFP reporter; stronger effect = higher value | z-score at 5 µM | 0.3% of 190,000 active | AID 1625, 2009;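 active means z-score above 3 at 5 µM with at least 500 cells counted in the well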
Autophagy HCS: autophagy modulators in MEF cells, primary screen, imaging, high-content, MEF GFP-LC3; MEF GFP-LC3 puncta imaging; test concentration mostly 10 µM; calls only at 10 µM (by protocol); 0.98% of 190,000 active; AID 463193, 2010;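 active means percentage of spot-positive cells more than 3 SD above its plate mean, without a fluorescence outlier flag or 80% toxicity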;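 further: spot-positive cell cutoff set from DMSO-treated cells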
b-catenin transl: modulators of beta-catenin nuclear translocation, primary screen, imaging, HeLa cells, immunofluorescence, high-content | 0.3% of 190,000 active | AID 1665, 2009 | nuclear translocation activity, % at 5 µM;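 active means nuclear translocation activity above 50% at 5 µM, with a well cell count of 50 or more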;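 further: per-cell ratio of nuclear to cytoplasmic median beta-catenin stain intensity; plate controls were DMSO negative control for no effect and GSK-3 inhibitor IX positive control for full effect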
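Test system: human HeLa cells, endogenous beta-catenin. Times: 24 h compound exposure, 37°C. Measured by: beta-catenin immunofluorescence imaging with DAPI.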
M17LAP inhibition: P. falciparum M17LAP inhibitors, primary screen, biochemical, fluorogenic H-Leu-NHMec substrate, 1536-well (AID 1619); Leucine aminopeptidase (Plasmodium falciparum (isolate 3D7)); recombinant M17LAP, H-Leu-NHMec fluorogenic kinetic assay; higher % means a stronger effect; one-dose inhibition, % at 30 µM; IC50 in µM for titrated hits; 0.38% of 220,000 active;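 active means compound inhibiting the enzyme by more than half at any dose during confirmatory dose-response retesting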;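 further: plate controls were full reaction with DMSO carrier for no effect and no enzyme background for full effect; strong numbers were not always called active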
Dynein transport cytoplasmic EGFP: second read-out of Dynein transport, no call of its own (marks repeat the call); z-score; measured here: cytoplasmic GR-EGFP intensity; stronger effect = higher value
Dynein transport nuclear GR-EGFP: also measured in Dynein transport; calls as there; z-score; measured here: nuclear GR-EGFP intensity;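 lower value marks the stronger effect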
Dynein transport cell count: further read-out of Dynein transport, marked with its call; z-score; measured here: cell count per field
Insulin prom up cell count: recorded beside Insulin prom up, whose call it bears; cell count; measured here: cytotoxicity, nuclei count;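 total cells summed across four imaged fields per well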
b-catenin transl cell count 5 µM: second read-out of b-catenin transl, no call of its own (marks repeat the call); cell count; measured here: cell count, cytotoxicity flag
MT stabilize HCS Hoechst-high %: also measured in MT stabilize HCS; calls as there; % Hoechst-high responders; measured here: nuclear condensation Hoechst responders;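 share of cells brighter than vehicle mean plus two SD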
MT stabilize HCS cytotoxicity %: recorded beside MT stabilize HCS, whose call it bears; toxicity, %; measured here: cytotoxicity by cell density;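 0% = mean cell density of plate MIN control wells and 100% = no cells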
Autophagy HCS cell loss 18 h: further read-out of Autophagy HCS, marked with its call; toxicity, %; measured here: cell loss, nuclei count;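 cell loss after 18 h compound exposure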
* marks the source's active call; other numbers are inactive results; i = inactive; x = no result given; + = active, no number; [ ] = dose if it differs, or a comment. Rows are unselected; about 2.9% have a hit in one of these screens.

Sample of the layout:
SMILES	Dynein transport	Dynein transport cytoplasmic EGFP	Dynein transport nuclear GR-EGFP	Dynein transport cell count	ER stress rescue	MT stabilize HCS	MT stabilize HCS Hoechst-high %	MT stabilize HCS cytotoxicity %	K1F lysis inhibition	M1AAP inhibition	Insulin prom up	Insulin prom up cell count	Autophagy HCS	Autophagy HCS cell loss 18 h	b-catenin transl	b-catenin transl cell count 5 µM	M17LAP inhibition
CS(=O)(=O)N1N=C(c2ccco2)CC1c1ccccc1Cl (stereo unspecified)	-0.77	-0.23	-0.41	1.1	x	x	x	x	0.6%[50 µM]	1%	-0.18	1097	x	x	-0.8	1376	6%
COc1cccc(-n2nc(C#N)c(Cl)cc2=O)c1	-6.2*	2.3*	-2.7*	-0.4*	0.5%	2.1	3.4	0.2	-2.9%	3%	-3.8	655	+	45*	-1.9	1082	0%

All compounds of this part, repeating the preview:
SMILES	Dynein transport	Dynein transport cytoplasmic EGFP	Dynein transport nuclear GR-EGFP	Dynein transport cell count	ER stress rescue	MT stabilize HCS	MT stabilize HCS Hoechst-high %	MT stabilize HCS cytotoxicity %	K1F lysis inhibition	M1AAP inhibition	Insulin prom up	Insulin prom up cell count	Autophagy HCS	Autophagy HCS cell loss 18 h	b-catenin transl	b-catenin transl cell count 5 µM	M17LAP inhibition
CS(=O)(=O)N1N=C(c2ccco2)CC1c1ccccc1Cl (stereo unspecified)	-0.77	-0.23	-0.41	1.1	x	x	x	x	0.6%[50 µM]	1%	-0.18	1097	x	x	-0.8	1376	6%
COc1cccc(-n2nc(C#N)c(Cl)cc2=O)c1	-6.2*	2.3*	-2.7*	-0.4*	0.5%	2.1	3.4	0.2	-2.9%	3%	-3.8	655	+	45*	-1.9	1082	0%
c1ccc(-c2nn3c(Cn4nnc5ccccc54)nnc3s2)cc1	-0.35	-0.28	-0.23	0.33	0.3%	1.7	1.8	12	2.8%	-1%	-0.03	1776	i	1	-0.8	1085	6%
O=S(=O)(NC(=S)Nc1ccccc1)c1ccc(F)cc1	-0.077	-0.25	0.39	0.25	x	x	x	x	-0.1%[50 µM]	16%	-0.63	1084	x	x	-0.8	1313	12%
Cc1cc(NCCO)nc(-n2nc(C)cc2C)n1	0.56	-0.15	0.58	-0.37	-2.3%	3.8	2.1	6.4	-0.1%	6%	0.35	1282	i	4	-0.4	1410	17%
O=C(CCC(=O)N1CCc2ccccc21)Nc1ccccc1	0.65	-0.18	0.15	0.004	0.6%	1.3	1.4	9.6	0.1%	4%	-0.28	1139	i	-3	-8.6	1292	9%
COc1ccc(C2CC(=O)N(CCCN(C)CCc3ccc(OC)c(OC)c3)C2)cc1 (stereo unspecified)	3	-0.095	2.3	-2.3	2.9%	2.4	1.5	1.7	-0.1%	-10%	x	x	i	-6	-0.5	1105	4%
CCC(C)NC(=O)CSc1nnc(-c2ccoc2C)n1CC1CCCO1 (stereo unspecified)	-0.21	-0.22	0.099	-0.033	0.1%	2.9	2.3	2.7	0.0%	2%	0.4	1461	i	-21	1.0	1486	7%
COc1ccc(N2CCN(c3ncnc4c3nnn4Cc3ccccc3Cl)CC2)cc1	-0.37	-0.17	-0.13	1.4	1.6%	4.1	2.3	9.3	1.7%	10%	1.1	922	i	11	4.3	960	-2%
Cc1ccc(C)c(C(=O)COC(=O)c2cc(Cl)nc3ccccc23)c1	-0.033	-0.33	-0.23	0.29	-0.9%	5.1	4.1	9.7	0.1%	10%	0.47	1310	i	-18	-0.6	966	-5%
O=C(c1ccc(F)cc1)N1CCCC(c2ccccc2)C1 (stereo unspecified)	-0.58	-0.22	-0.91	-0.2	0.2%	2.2	2.1	6.8	-1.1%	7%	-0.77	1330	i	-4	0.6	1547	15%
O=C(N/N=C/c1cccc2ccccc12)c1n[nH]c2c1CCCC2	-0.87	-0.36	-0.41	0.91	-1.2%	31*	38*	51*	-1.4%	11%	1.7	1095	i	30	8.8	953	17%
COc1ccc(C(=O)Cn2c(Cl)nc3c2c(=O)n(C)c(=O)n3C)cc1	-0.2	-0.24	-0.14	0.52	x	x	x	x	0.1%	1%	0.08	992	x	x	-0.5	1218	5%
CN(C)/C=C/c1onc(-c2c(Cl)cccc2Cl)c1C#N	0.83	-0.12	0.58	-0.78	-0.9%	2.6	1.5	11	0.1%	2%	0.3	1110	i	-8	-1.6	1095	5%
CCc1ccccc1NC(=S)N(CCN(C)C)C(C)c1ccco1 (stereo unspecified)	-0.23	-0.29	-0.0033	-0.41	-0.7%	2.7	2.1	1.9	-0.2%	-1%	-0.51	1092	i	7	x	x	-13%
Cc1cccc(-n2nc(CC#N)c(C#N)c2N)c1	0.21	-0.084	0.38	0.81	-11%	2.6	1.2	1.0	-0.1%	-1%	0.12	1377	i	-23	-0.7	1146	-2%
O=C(Nc1ncn[nH]1)c1ccccc1O	-0.44	-0.28	-0.33	0.58	x	x	x	x	-0.1%[50 µM]	5%	x	x	x	x	0.2	1314	-6%
O=c1c2ccccc2nnn1COc1ccc(F)cc1Cl	0.091	-0.29	-0.25	0.55	-0.3%	10.0	1.0	4.8	0.5%	1%	-0.39	1329	i	3	0.9	1180	-1%
Nc1nc(-c2cccnc2)nn1C(=O)CCc1ccccc1	-0.58	-0.24	-0.049	0.71	x	3.9	1.9	4.7	0.0%	x	x	x	i	-10	x	x	x
COc1cc(OC)cc(C(=O)N2CCN(c3ccccc3F)CC2)c1	-0.83	-0.19	-0.072	0.3	1.6%	6.4	6.0	0.0	0.8%	-2%	0.46	817	i	-18	-3.3	1114	-12%
CCOc1ccc(NC(=O)c2cc3ccccc3cc2O)cc1	-0.66	-0.0072	0.29	-0.37	x	x	x	x	0.1%	12%	-0.73	963	x	x	-1.6	1335	37%
COc1ccccc1/C=N/OCC(=O)NCc1ccc2c(c1)OCO2	1	-0.09	0.41	-0.82	1.2%	2.7	2.3	3.1	2.1%	0%	-0.12	1400	i	-9	5.0	961	16%
Cc1c(C#N)c(N)nc(Cl)c1C#N	0.19	-0.22	0.12	-0.48	-0.6%	4.6	1.7	3.9	-0.4%	11%	0.34	1590	i	-4	1.0	905	-1%
CCOc1ccc(S(=O)(=O)N(CC(=O)N2CCc3ccccc32)Cc2ccco2)cc1	0.29	-0.19	0.45	0.36	0.6%	2.9	2.1	10	2.3%	8%	-1.6	892	i	-4	-2.1	897	-3%
O=C1CCC(C(=O)Nc2ccccc2N2CCOCC2)=NN1	-0.043	0.039	0.41	0.35	x	x	x	x	-0.6%	5%	0.2	1131	x	x	-0.9	1281	8%
COc1ccc2c(COC(=O)c3n[nH]c4ccccc34)cc(=O)oc2c1	-1.1	-0.057	-0.17	0.67	0.9%	1.5	2.3	6.0	1.0%	2%	x	x	i	27	2.9	1054	-5%
CC(Oc1ccc(/C=N/NC(=O)Cc2cccc3ccccc23)cc1)C(=O)O (stereo unspecified)	0.34	-0.3	0.17	-0.21	x	x	x	x	0.2%	6%	x	x	x	x	0.4	1308	-1%
O=C(Nc1ccc(-c2nnc3n2CCCCC3)cc1)c1cc2ccccc2o1	-1	-0.28	-0.78	0.49	-6.0%	4.5	2.8	11	-0.1%	3%	-0.34	1249	i	-22	3.3	499	14%
O=C(Cn1nnc(-c2ccccc2NC(=O)c2ccco2)n1)Nc1ccccc1	0.48	-0.18	0.61	0.081	0.9%	14	15	40	4.2%	13%	0.2	1229	i	-5	-0.5	1149	-3%
COc1ccc(CNCc2cccc(OC)c2OC)cc1Br	0.19	-0.22	0.16	-0.42	-2.5%	3.8	2.7	14	-1.2%	-3%	-0.07	1541	i	11	-0.9	1087	-3%
CN(C)c1cc(Nc2cccc(O)c2)c([N+](=O)[O-])c2nonc12	0.24	1.1	0.83	0.33	x	x	x	x	0.2%	3%	1.1	1112	x	x	-1.2	1351	-3%
O=C(NCc1ccco1)C(c1cccnc1)N(C(=O)Cn1nnc2ccccc21)c1ccccc1 (stereo unspecified)	1.3	-0.18	0.76	-0.88	-1.0%	2.5	1.6	5.4	1.1%	9%	0.15	938	i	5	-2.3	1127	6%
CCCCCn1c(CN2CCCCC2C)nc2c1c(=O)n(C)c(=O)n2C (stereo unspecified)	-0.57	-0.21	0.049	0.23	0.1%	3.8	1.0	5.4	0.3%	-1%	x	x	i	15	x	x	-8%
N#Cc1ccc(C(=O)Nc2nnc(-c3ccccn3)o2)cc1	-0.21	-0.18	-0.18	-0.39	0.9%	4.2	2.9	10	i	7%	0.02	1534	i	8	-3.5	1170	27%
COCCNC(=O)c1cc2c3ccccc3n(C)c2s1	0.6	-0.21	-0.0055	0.025	1.0%	1.5	1.5	4.6	-0.2%	11%	-0.28	1602	i	-5	-2.0	1370	16%
CCOC(=O)c1c(NC(=O)Cn2cnc3sc(C)c(-c4ccccc4)c3c2=O)sc(C)c1C	-0.56	-0.11	0.56	0.27	2.3%	2.7	2.9	9.3	0.2%	7%	0.31	1136	i	7	-1.5	488	-3%

Screening data from PubChem BioAssay.
